IP6K1 inhibitor: Primary qHTS assay for small molecule inhibitors of Inositol hexaphosphate kinase 1 (IP6K1); Inositol hexakisphosphate kinase 1 (Homo sapiens), Q92551; IP6K1 kinase, ADP-Glo luminescence, 2 h; hits give low values; activity change, % (series mostly up to about 58 µM); 140,000 tested, 0.81% active; in the data active = activity change below about -25%
Target sequence (Q92551 whole entry, looked up): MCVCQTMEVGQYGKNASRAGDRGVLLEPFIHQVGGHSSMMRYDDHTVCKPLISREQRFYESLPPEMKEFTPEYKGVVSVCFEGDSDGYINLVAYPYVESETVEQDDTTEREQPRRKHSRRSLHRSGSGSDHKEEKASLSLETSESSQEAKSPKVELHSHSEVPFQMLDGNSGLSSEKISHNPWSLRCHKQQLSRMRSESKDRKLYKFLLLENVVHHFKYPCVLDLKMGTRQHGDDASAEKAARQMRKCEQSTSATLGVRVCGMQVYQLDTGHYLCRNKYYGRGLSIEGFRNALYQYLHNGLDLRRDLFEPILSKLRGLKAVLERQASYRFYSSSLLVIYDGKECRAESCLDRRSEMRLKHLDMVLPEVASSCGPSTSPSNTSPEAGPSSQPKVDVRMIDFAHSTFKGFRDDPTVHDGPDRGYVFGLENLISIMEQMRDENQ
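ADP-Glo luminescence measures ADP made by human IP6K1 during a 2 h RT reaction with ATP/IP6 (mix at 1.3 mM/130 uM); top library doses 57.5 and 19.1 uM final.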
NIH3T3 tox: Cytotoxic Profiling in NIH 3T3 Cell Line of Diverse Libraries Using Quantitative High-Throughput Screening; NIH 3T3 viability, CellTiter-Glo ATP luminescence, 48-72 h; Potency, µM (titrated, usually from 96.7 µM), without a hit: at the top dose activity change, negative = cytotoxicity, usual class: inhibitors; 94,000 tested, 4.3% active; AID 1345082, 2018; also: potency is read from the fitted curve at half-maximal effect; nearly all actives have a fitted effect of over 55% in size
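Cytotoxicity was measured by CellTiter-Glo ATP luminescence after 48 or 72 h compound exposure at 37 °C. Mouse NIH 3T3 fibroblasts were seeded at 400 cells/well and dosed by 23 nL pin transfer.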
HEK293 tox: Cytotoxic Profiling in HEK 293 Cell Line of Diverse Libraries Using Quantitative High-Throughput Screening; HEK 293 viability, ATP luminescence (CellTiter-Glo), 48-72 h; Potency, µM (titrated, usually from 115 µM), for inactives: at the highest dose activity change, negative = cytotoxicity, actives largely listed as inhibitors; 94,000 tested, 6.6% active; also: potency is read from the fitted curve at half-maximal effect; nearly all actives have a fitted effect of over 60% in size
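Viability of HEK 293 cells, plated at 250 cells/well, was judged by cellular ATP after compound treatment for 48 or 72 hr. Luminescence was imaged 10 min after CellTiter-Glo addition at room temperature.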
SNCA expr inh: Primary qHTS assay for inhibitors of alpha-synuclein gene (SNCA) expression; HEK-293 SNCA-luciferase knock-in, luminescence, 24 h; Potency, µM (titrated, usually from 57.2 µM), inactives show top-dose activity change, negative = inhibition, actives largely listed as inhibitors; 140,000 tested, 0.17% active;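 also: potency is read from the fitted curve at half-maximal effect; plate controls were DMSO cells for no effect and cell-free wells for full effect; nearly all actives have a fitted effect of over 45% in size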
FLuc inh: Firefly luciferase inhibition profiling of diverse chemical library using quantitative high-throughput screening. Luciferin 4-monooxygenase (Photinus pyralis), P08659. purified P. pyralis luciferase, luminescence, biochemical. Potency, µM (doses to about 115 µM), inactives show top-dose activity change, negative = inhibition, usual class: inhibitors. 76,000 tested, 2.5% active. AID 1347043, 2019; also: potency is read from the fitted curve at half-maximal effect; nearly all actives have a fitted effect of over 65% in size
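Inhibitors were tested against purified firefly luciferase in a biochemical, low-substrate format (both substrates at 10uM) and luminescence measured with a CCD imager.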
HEK293 viab: GF-AFC viability counterscreen for inhibitors of alpha-synuclein gene (SNCA) expression; HEK-293-SNCA-luc viability, GF-AFC fluorescence, 24 h; 150,000 tested, 0.12% active; Potency, µM (series often up to 57.1 µM), for the others: at the highest dose activity change, negative = cytotoxicity, usual class: cytotoxic;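 also: potency is read from the fitted curve at half-maximal effect; 0% = DMSO-treated cells and -100% = medium-only wells without cells; nearly all actives have a fitted effect of over 30% in size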
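HEK-293-SNCA-luc cells (1500/well) plated 24 h, then exposed 24 h to a dilution series; GF-AFC added 30 min at 37C, fluorescence 405/540 nm; normalised to medium-only and DMSO wells, Hill fit.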
GPT2 inh: Primary qHTS assay for inhibitors of Glutamate pyruvate transaminase 2 (GPT2); Alanine aminotransferase 2 (Homo sapiens), Q8TD30; Recombinant GPT2, coupled pyruvate oxidase/HRP Amplex Red fluorescence; Potency, µM (doses to about 57.7 µM), inactives show at the highest dose activity change, negative = inhibition, usual class: inhibitors; 100,000 tested, 0.25% active; AID 1671188, 2021; also: potency is read from the fitted curve at half-maximal effect; nearly all actives have a fitted effect of over 60% in size; many of its hits are not listed in these tables
Target sequence (Q8TD30 whole entry, looked up): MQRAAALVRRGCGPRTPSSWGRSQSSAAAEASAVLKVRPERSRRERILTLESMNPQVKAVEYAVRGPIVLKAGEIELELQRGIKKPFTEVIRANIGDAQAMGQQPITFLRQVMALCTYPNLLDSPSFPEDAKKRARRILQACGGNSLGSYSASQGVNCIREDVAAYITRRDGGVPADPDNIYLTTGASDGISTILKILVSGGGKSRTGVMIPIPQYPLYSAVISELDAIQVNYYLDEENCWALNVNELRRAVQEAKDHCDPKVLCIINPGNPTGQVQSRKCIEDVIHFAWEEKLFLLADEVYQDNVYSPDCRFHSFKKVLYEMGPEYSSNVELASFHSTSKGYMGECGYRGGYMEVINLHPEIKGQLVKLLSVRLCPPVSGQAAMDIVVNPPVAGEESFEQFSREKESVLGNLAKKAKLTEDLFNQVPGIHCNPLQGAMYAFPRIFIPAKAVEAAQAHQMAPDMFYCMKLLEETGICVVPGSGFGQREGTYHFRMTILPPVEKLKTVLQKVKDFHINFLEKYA
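Recombinant GPT2 (10ng/uL) with 250uM a-KG and 2mM L-alanine, 30 min at room temperature, in HEPES pH 7.5 buffer. Pyruvate detected by pyruvate oxidase/HRP/Amplex Red fluorescence after 30 min in the dark; AOA (50uM) as positive control.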
* hit, by the source's call; i = inactive; ? = inconclusive; nt = no result given; [ ] = remark or other dose. Unless noted, calls follow the shape of the dose curve; as a rule, active = well fitted curve in the direction sought with a large enough effect; inconclusive = small, poorly fitted or top-dose-only effect, or another doubt; inactive = no such curve, though single readings can be large; an effect the other way counts as inactive or inconclusive. Unless noted, % is scaled to controls: 0 for no effect and ±100 for the full control effect.

SMILES	IP6K1 inhibitor	NIH3T3 tox	HEK293 tox	SNCA expr inh	FLuc inh	HEK293 viab	GPT2 inh
COCc1cc(CNC(=O)Cn2ncc3ccccc3c2=O)[nH]n1	-4	-1%	1%	-30%	3%	1%	3%
Cc1noc(C)c1-c1nccc2c(=O)cc(-c3ccccn3)oc12	-10	?	-8%[172 µM]	-6%[87.6 µM]	-17%[172 µM]	14%[87.6 µM]	5%[88.5 µM]
CN1Cc2ncnc(N3CCCCC3)c2CN(c2ccccc2)C1=O	-5	-29%[138 µM]	-7%[172 µM]	-25%[87.6 µM]	6%[172 µM]	-1%[87.6 µM]	i
Cc1ccc(-c2cc3c(=O)n(CCNC(=O)c4ccc5c(c4)OCO5)ccn3n2)cc1C	-4	-10%	1%	16%	-13%	-10%	0%
CCOc1cccc(CC(=O)NCc2ccc3c(c2)CCN3C(C)=O)c1OCC	40	nt	nt	33%[activator]	nt	3%	nt
O=C(CC1CCCN(c2cn[nH]c(=O)c2)C1)NCCCc1ccccc1 (centres undefined)	26	2%	2%	10%	-1%	10%	-2%
O=C1CCN(S(=O)(=O)c2ccccc2)CCCC(C(=O)N2CCCCC2)CCN1 (centres undefined)	3	i	-4%	10%	-5%	-3%	i
CCCNC1(Cc2cc(-c3ccccn3)on2)COC1	-3	i	1%[230 µM]	2%[87.6 µM]	-3%[230 µM]	4%[87.6 µM]	1%[88.5 µM]
C[C@H]1[C@@H]2[C@@H](O)C([C@H](C)C(=O)NCc3cc(F)cc(F)c3)CC[C@@]2(C)CC[C@@H]1NC(=O)c1cncnc1 (some centres undefined)	-4	?	?	-1%	-3%	4%	i
COCCNC(=O)c1cc(C2CC2)nc2onc(C3CCCN3)c12 (centres undefined)	-1	-12%	-11%	4%	nt	-3%	i
O=S(=O)(NCc1ccccc1Cl)c1ccc(N2CCCCS2(=O)=O)cc1	5	nt	nt	27%	nt	?	nt
NC(=O)c1cccc(-c2ccc3c(n2)CN(Cc2ccc(F)cc2)C(=O)CO3)c1	10	?	?	?	-25%[172 µM]	?	1%[88.5 µM]
O=C(Cc1ccc(Cl)cc1)NCC(c1cccs1)S(=O)(=O)c1ccc(F)cc1 (centres undefined)	3	nt	nt	?	nt	-19%	nt
O=C(NCC(c1ccco1)S(=O)(=O)c1cccs1)c1ccccc1 (centres undefined)	-23	nt	nt	69%[activator]	nt	-3%	nt
N#Cc1ccc(C(=O)Nc2ccc3c(N4CCCCC4)ncnc3c2)cc1	1	-12%	?	48%[activator]	-13%	-12%	i
COc1ccccc1Nc1ccnc(N2CCC(NC(=O)c3ccccc3Cl)CC2)n1	-3	?	?	15%	nt	-4%	2%
CC(C)c1ccc(NC(=O)[C@H]2O[C@@H]3OC(C)(C)O[C@@H]3[C@H]3OC(C)(C)O[C@H]32)cc1	-21	nt	nt	19%	nt	-4%	nt
Cc1oc2c(c1C(=O)N1CCN(c3ccccc3)CC1)CN(Cc1ccccc1)CC2	22	?	?	29%	-16%	16%	i
O=C(c1noc(-c2ccc(F)cc2)n1)N1CCN(c2ccccc2Cl)CC1	6	?	?	-19%	-5%	21%	-11%
COc1cccc(OCC(=O)c2ccc3c(c2)N(C(C)C(=O)NCCc2ccccc2)C(=O)CO3)c1 (centres undefined)	23	?	?	-10%	-7%	?	-22%
COc1ccc(NC(=O)Cn2ccn3nc4c(c3c2=O)CCCC4)cc1OC	1	0%	-18%	-17%	-4%	-4%	3%
O=C(c1csnn1)N1CCc2onc(-c3cccc(F)c3)c2C1	-4	?	-8%	77%[activator]	-22%	0%	-20%
O=C(CSc1ccc2nc(-c3ccccc3)cn2n1)Nc1cccc(F)c1	1	nt	nt	185%[activator]	nt	-10%	nt
Cc1ccc(CN2C(=O)c3ccccc3Sc3ccc(C(=O)N4CCOCC4)cc32)cc1	6	nt	nt	-2%	nt	-10%	nt
CCc1ccc(NC(=O)c2nnn(Cc3cccc(C(F)(F)F)c3)c2N)cc1	18	nt	nt	-11%	nt	9%	nt

Some of the entries so far, with two lines to a compound:
Below each SMILES – IP6K1 inhibitor	NIH3T3 tox	HEK293 tox	SNCA expr inh	FLuc inh	HEK293 viab	GPT2 inh
> NC(=O)c1cccc(-c2ccc3c(n2)CN(Cc2ccc(F)cc2)C(=O)CO3)c1
  10	?	?	?	-25%[172 µM]	?	1%[88.5 µM]
> O=C(Cc1ccc(Cl)cc1)NCC(c1cccs1)S(=O)(=O)c1ccc(F)cc1 (centres undefined)
  3	nt	nt	?	nt	-19%	nt
> O=C(NCC(c1ccco1)S(=O)(=O)c1cccs1)c1ccccc1 (centres undefined)
  -23	nt	nt	69%[activator]	nt	-3%	nt
> N#Cc1ccc(C(=O)Nc2ccc3c(N4CCCCC4)ncnc3c2)cc1
  1	-12%	?	48%[activator]	-13%	-12%	i
> COc1ccccc1Nc1ccnc(N2CCC(NC(=O)c3ccccc3Cl)CC2)n1
  -3	?	?	15%	nt	-4%	2%
> CC(C)c1ccc(NC(=O)[C@H]2O[C@@H]3OC(C)(C)O[C@@H]3[C@H]3OC(C)(C)O[C@H]32)cc1
  -21	nt	nt	19%	nt	-4%	nt
> Cc1oc2c(c1C(=O)N1CCN(c3ccccc3)CC1)CN(Cc1ccccc1)CC2
  22	?	?	29%	-16%	16%	i
> O=C(c1noc(-c2ccc(F)cc2)n1)N1CCN(c2ccccc2Cl)CC1
  6	?	?	-19%	-5%	21%	-11%
> COc1cccc(OCC(=O)c2ccc3c(c2)N(C(C)C(=O)NCCc2ccccc2)C(=O)CO3)c1 (centres undefined)
  23	?	?	-10%	-7%	?	-22%
> COc1ccc(NC(=O)Cn2ccn3nc4c(c3c2=O)CCCC4)cc1OC
  1	0%	-18%	-17%	-4%	-4%	3%

The listing continues.
SMILES	IP6K1 inhibitor	NIH3T3 tox	HEK293 tox	SNCA expr inh	FLuc inh	HEK293 viab	GPT2 inh
CC(C)C[C@H](NC(=O)Cn1nc2c(cc1=O)CCCC2)C(=O)O	7	-3%	i	38%[activator]	-12%	1%	-5%
CN(C(=O)c1cc2ccccc2n1C)C1CCCN(C2Cc3ccccc3C2)C1 (centres undefined)	-6	?	?	54%[activator]	2%	-14%	?
O=C(NCCCN1CCCC1=O)c1c(OCC2CC2)cc(=O)n2c1CCOCC2	6	-6%	2%	28%	-1%	-8%	3%
O=C(C1CCCN1C(=O)Nc1ccc(Cl)cc1)N1CCC(N2Cc3cccn3C2=O)CC1 (centres undefined)	6	28µM*	?	-10%	nt	-16%	0%
COc1ccc(CNC(=O)C(CCSC)NS(=O)(=O)c2ccc3c(c2)oc(=O)n3C)cc1 (centres undefined)	0	nt	nt	7%	nt	-1%	nt
Cc1cc(C)c(/C=C/c2onc(C)c2S(=O)(=O)N2CCC(C(=O)N(C)Cc3ccccc3)CC2)c(C)c1	13	nt	nt	-14%	nt	8%	nt
O=C(Cn1nc2c(cc1=O)CCCCC2)Nc1nccs1	2	-12%	2%	59%[activator]	-14%	-16%	i
c1cn(-c2ccc(N3CCCCCC3)nc2)c(-c2cc3n(n2)CCCNC3)n1	9	-9%	?	-4%	5%	8%	?
Cc1ccc(C(=O)N2CCC(N3C(=O)CCC3C(=O)NCc3cccnc3)CC2)cc1F (centres undefined)	4	3%	-5%	35%[activator]	-4%	-19%	i
Cn1ncc2c(C(=O)Nc3ccccc3Cl)cc(-c3ccc(C(F)(F)F)cc3)nc21	-13	-5%	?	nt	nt	nt	nt
O=C(NCc1ccc(Cl)cc1)c1nc2sccn2c1-c1ccc(C(F)(F)F)cc1	21	?	?	-29%	nt	-8%	-12%
CCN(CC)Cc1cnc2c(C(=O)N3CCCC3c3ccccn3)cnn2c1 (centres undefined)	4	-15%	-12%	-13%	0%	8%	1%
CN1CCN(c2cc(-c3cncc(N)c3)nc(N)n2)CC1	15	-2%	i	2%	-10%	3%	i
CC(C)(C)c1cc(C[C@H]2CNCC[C@H]2CC(=O)Nc2nccs2)no1	11	?	100µM*	40%[activator][87.6 µM]	0%[172 µM]	0%[87.6 µM]	-4%[88.5 µM]
O=C(NCCc1ccccc1)C1CCN(C(=O)c2ncn3c2COC(c2ccc(Cl)cc2)C3)CC1 (centres undefined)	0	4%	-7%	2%	?	-14%	4%
Cn1ccnc1CN1C(=O)CO[C@H](c2ccc(NC(=O)c3cc(F)cc(F)c3)cc2)[C@H]1CO	6	2%	-4%	-14%	-20%	-1%	-16%
COCc1nncn1C1CCN(C(=O)c2ccc(F)cc2)CC1	2	-12%	0%	-17%	-13%	-1%	1%
Cc1cccc(N2C(=O)CSC23C(=O)N(Cc2cccc(F)c2)c2ccccc23)c1 (centres undefined)	-2	nt	nt	?	nt	-13%	nt
C[C@@H](NC(=O)C[C@@H]1c2nc(-c3cccnc3)sc2C[C@@H]2[C@](C)(CO)[C@H](O)CC[C@]21C)c1ccccc1	-4	20µM*	?	-3%	2%	-6%	-2%
CNc1cc(C2CC(NS(=O)(=O)c3cc(C)sc3C)C2)nc(N)n1 (centres undefined)	17	?	?	-19%	9%	-18%	5%
COc1ccc(CC(=O)NC2CCN(c3nc4ncccc4o3)CC2)cc1	-7	-23%	-17%	12%	-5%	0%	0%
COCC1(C(=O)N2CCN(C)C3(CCC(=O)N(C)CC3)C2)CCC1 (centres undefined)	-8	-16%	-31%	6%	3%	1%	-15%
CNC(=O)C1(N2CCC[C@H]2C(=O)NCc2ccccn2)CCCCC1	-4	-13%[174 µM]	-5%[172 µM]	6%[87.6 µM]	-14%[172 µM]	3%[87.6 µM]	i
Cc1ccc(C(=O)N2CCC(n3cnnc3-c3ccccc3)CC2)cc1C	6	-2%	i	0%	nt	0%	-5%
COc1ccccc1CNC(=O)c1c(OC)cc(=O)n2c1CCCC2	7	0%	8%	?	-4%	-3%	i
Cc1ccccc1NC(=O)CSc1nc2ccc(NC(=O)c3ccccc3)cc2s1	-13	nt	nt	-13%	nt	7%	nt
COc1ccc(S(=O)(=O)NCC(c2ccco2)N2CCOCC2)cc1 (centres undefined)	-10	nt	nt	6%	nt	?	nt
CCN1CCN(C(=O)C2(CCO)CCN(Cc3ccccc3)C2)CC1 (centres undefined)	12	-7%	-6%	-11%	-7%	0%	i
CC(CO)Nc1ncnc2c1CN(C1CCCNC1)C(=O)CN2C (centres undefined)	-5	-20%	i	6%	nt	1%	1%
O=C(Cn1cc(S(=O)(=O)Cc2cccc(Cl)c2)c2ccccc21)Nc1ccccc1Cl	-6	nt	nt	6%	nt	-4%	nt

Compound activity as filed in PubChem BioAssay.
